Screens deposited in PubChem by several laboratories.
HIV peptide binding: inhibitors of HIV fusion peptide binding, primary screen, biochemical, uHTS, fluorescence dequenching (AID 1986) | inhibition, % at 20 µM, or IC50 in µM where a hit was titrated | hit rate 0.3% among 290,000 | cell-free peptide binding, fluorescence dequenching, 30 min; higher % means a stronger effect; in the data active = inhibition mostly above about 52%, no sharp cut-off; inactive = mostly below about 76%; also: some results filed as inactive read as strong as hits
NS5 inhibitors: flavivirus cap methylation enzyme inhibition – biochemical, confirmation dose response, primary screen (AID 588689); Dengue-2 NS5 methyltransferase capping enzyme assay, biochemical; higher % means a stronger effect; inhibition, % at 25 µM; hits with a dose series show IC50 in µM; hit rate 0.3% among 340,000; in the data active = a potency from the dose series; inconclusive = inhibition above about 29% without an active follow-up result
AID2073: disruptors of CaV2.2 binding to Mint1 – biochemical, HTRF (AID 2073); HTRF protein-protein interaction, Mint1-CaV2.2; higher % means a stronger effect; hit rate 0.19% among 290,000; inhibition, % at 20 µM; hits with a dose series show IC50 in µM; in the data active = inhibition mostly above about 51%, no sharp cut-off; inconclusive = no clear call, values can overlap the other calls; inactive = mostly below about 53%; also: some results filed as inactive read as strong as hits
XIAP displacement: XIAP antagonists, biochemical, IAP family, fluorescence polarization (AID 1018); hit rate 0.007% among 200,000; displacement, % at 20 µM; hits with a dose series show IC50 in µM; XIAP BIR domain, fluorescence polarization peptide displacement; higher % means a stronger effect; in the data active = displacement above about 50%; also: a part of the inactive calls stands beside numbers as strong as those of hits
SV40 large T antigen: SV40 large T antigen inhibitors, biochemical (AID 1903); SV40 large T antigen ATPase/helicase inhibition assay; higher % means a stronger effect; inhibition, % at 20 µM, or IC50 in µM where a hit was titrated; hit rate 0.39% among 310,000; in the data active = a potency from the dose series; inconclusive = inhibition mostly from about 32% at the one dose, without a potency; inactive = the rest, 99 in 100 with inhibition below about 32%; also: strong numbers were not always called active
LYP phosphatase: PTPN22 lymphoid phosphatase activity blockers – biochemical, fluorescence intensity, uHTS (AID 1779); inhibition, % at 11.5 µM; hits with a dose series show IC50 in µM; hit rate 0.054% among 290,000; recombinant LYP phosphatase, fluorescence intensity; higher % means a stronger effect; in the data active = inhibition above about 50%;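 also: plate controls were vehicle with enzyme for no effect and no enzyme for full effect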
SIAH1 antagonists: blockers of Siah-1 interaction with plectin peptide – biochemical, fluorescence polarization, rhodamine-plectin, uHTS, primary screen (AID 1817) | displacement, % at 20 µM, or IC50 in µM where a hit was titrated | Siah-1 / rhodamine-plectin peptide fluorescence polarization; higher % means a stronger effect | hit rate 0.02% among 290,000;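 active = displacement of at least 50% at 20 µM, with a fluorescence ratio check between 0.3 and a set limit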;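 also: plate controls were Siah plus tracer with DMSO for no effect and tracer alone without Siah for full effect; strong numbers were not always called active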
Rac1 GTP hydrolysis: MgcRacGAP GTPase-activating activity inhibitors, confirmation, biochemical, ADP Hunter fluorescence; MgcRacGAP-stimulated Rac1 GTP hydrolysis, ADP Hunter fluorescence; higher % means a stronger effect; GST-tagged Rac1 F28L mutant substrate; inhibition, % at 30 µM; hits with a dose series show IC50 in µM; hit rate 0.6% among 340,000;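 active = first-screen hits whose inhibition reached a set limit at any dose in the follow-up dose series; inconclusive = inhibition above the set first-screen limit but never retested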;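 also: fluorescence reports GDP produced by GAP-driven GTP hydrolysis; strong numbers were not always called active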
RSV antiviral HEp-2: inhibition of RSV-induced cytopathic effect – HEp-2 cells, primary 10 µM value included (AID 2391). HEp-2 cells, RSV-induced CPE inhibition; higher % means a stronger effect. CPE inhibition, % at 10 µM; hits with a dose series show IC50 in µM. hit rate 0.13% among 310,000; in the data active = a potency from the dose series; inconclusive = CPE inhibition mostly from about 23% at the one dose, without a potency; inactive = the rest, 99 in 100 with CPE inhibition below about 21%; also: strong numbers were not always called active
NS5 inhibitors pilot replicate: further read-out of NS5 inhibitors, marked with its call; inhibition, %; measured here: pilot screen replicate inhibition
An asterisk follows results filed as active; ? = inconclusive; . = no result given.

SMILES	HIV peptide binding	NS5 inhibitors	AID2073	XIAP displacement	SV40 large T antigen	LYP phosphatase	SIAH1 antagonists	Rac1 GTP hydrolysis	RSV antiviral HEp-2	others
CCSc1nnc(NC(=O)/C=C/c2ccc3c(c2)OCO3)s1	3.1%	.	7%	-9.3%	-5%	-4%	5%	.	-1.0%
O=C1c2ccccc2-c2onc3ccc(NCCCn4ccnc4)c1c23	0.8%	.	3.2µM*	70%*	31%	-2%	102%	.	9.0%
C/C(=N\N=C(/N)SC1CC(=O)N(c2ccc(Cl)cc2)C1=O)c1cccs1 (stereo not drawn)	8.3%	-1%	2%	-3.1%	10%	-1%	2%	-1%	?
COc1ccccc1Cn1c(=O)[nH]c2cccnc21	0.8%	2%	2%	-4.3%	0%	-11%	7%	-5%	3.4%
C#CCNC(=O)C1=C[C@@H](c2coc3ccccc3c2=O)[C@H](CCCO)[C@@H](OCC)O1	-1.5%	-8%	11%	-7.5%	1%	-9%	0%	10%	-0.7%
NNS(=O)(=O)c1ccc(Cc2ncc(C(F)(F)F)cc2Cl)s1	1.9%	4%	-6%	-9.9%	-1%	1%	8%	4%	0.8%
CCn1cc(C(=O)N2CCN(C3CCCCC3)CC2)c2cc(OC)c(OC)cc2c1=O	0.4%	-2%	-3%	0.8%	-1%	-10%	-2%	2%	-0.1%
COc1ccc(F)cc1S(=O)(=O)n1nnc2ccccc21	0.3%	9%	-3%	-1.9%	3%	0%	11%	-6%	-0.1%
O=C(CNC(=O)C12CC3CC(CC(C3)C1)C2)OCC(=O)N1CCCCC1	.	2%	.	.	21%	.	.	-1%	-2.7%
CCc1nn(C(C)C(=O)NCc2ccc(Cl)cc2)c(=O)c2cc3occc3n12 (stereo not drawn)	-1.7%	-17%	0%	.	10%	-14%	-1%	1%	7.8%
CCOC(=O)c1c(C)oc2c1c(C(c1cccnc1)N1CCOCC1)c(O)c1ccccc12 (stereo not drawn)	0.2%	-3%	0%	-6.5%	13%	1%	2%	22%	-4.6%
Fc1ccc(CNn2cnnc2SCc2ccc(F)cc2)cc1	0.7%	-3%	-13%	-4.0%	24%	-7%	-1%	-1%	4.5%
COc1cc(C(=O)NCC(=O)N/N=C(/C)c2ccc3c(c2)CCCC3)cc(OC)c1OC	-0.7%	3%	-6%	-4.0%	9%	-12%	2%	5%	2.1%
CCC(c1nnnn1Cc1ccco1)N1CCN(c2cc(Cl)ccc2C)CC1 (stereo not drawn)	0.1%	-2%	-8%	-2.6%	9%	6%	3%	6%	0.2%
Cc1nnc(SCC(=O)Nc2ccc(Oc3ccccc3)cc2)n1N	0.1%	-3%	38%	-1.7%	0%	-4%	12%	13%	3.8%
CCN(CC)c1ccc(NC(=O)c2ccccc2)cc1S(=O)(=O)Nc1ccccc1OC	-3.1%	10%	-12%	8.4%	19%	-3%	-15%	19%	4.3%
C=CCSc1cc(C)nc2c(-c3ccc(Cl)cc3)c(C)nn12	2.0%	-2%	1%	-7.5%	14%	-2%	-1%	9%	16%
Cc1ccc(C(=O)CSc2nc(-c3ccccc3)cc(=O)[nH]2)cc1	-0.8%	-2%	8%	-11%	22%	-14%	-8%	-5%	1.6%
Cn1c(=O)n(CCc2ccccc2)c(=O)c2c1nc1n2CCCN1CCc1ccccc1	-2.0%	.	9%	0.7%	1%	1%	-1%	-2%	11%
Cc1cc(S(=O)(=O)NCC(C)C)ccc1OCC(=O)NCc1ccco1	-2.0%	-3%	-5%	-0.2%	8%	-5%	-4%	9%	2.5%

4 successive records out of the list so far, for reference:
SMILES	HIV peptide binding	NS5 inhibitors	AID2073	XIAP displacement	SV40 large T antigen	LYP phosphatase	SIAH1 antagonists	Rac1 GTP hydrolysis	RSV antiviral HEp-2	others
C=CCSc1cc(C)nc2c(-c3ccc(Cl)cc3)c(C)nn12	2.0%	-2%	1%	-7.5%	14%	-2%	-1%	9%	16%
Cc1ccc(C(=O)CSc2nc(-c3ccccc3)cc(=O)[nH]2)cc1	-0.8%	-2%	8%	-11%	22%	-14%	-8%	-5%	1.6%
Cn1c(=O)n(CCc2ccccc2)c(=O)c2c1nc1n2CCCN1CCc1ccccc1	-2.0%	.	9%	0.7%	1%	1%	-1%	-2%	11%
Cc1cc(S(=O)(=O)NCC(C)C)ccc1OCC(=O)NCc1ccco1	-2.0%	-3%	-5%	-0.2%	8%	-5%	-4%	9%	2.5%

Carrying on.
SMILES	HIV peptide binding	NS5 inhibitors	AID2073	XIAP displacement	SV40 large T antigen	LYP phosphatase	SIAH1 antagonists	Rac1 GTP hydrolysis	RSV antiviral HEp-2	others
CCc1ccc(NC(=O)CSc2nnnn2C)cc1	1.6%	-6%	19%	.	7%	-11%	1%	-10%	1.3%
CC1(C)Cc2nc(N)c(=O)sc2C1	1.1%	-4%	-3%	0.3%	-6%	2%	-4%	0%	-0.4%
COc1ccccc1C(=O)OCC(=O)c1cccc([N+](=O)[O-])c1	9.7%	-8%	5%	-8.2%	9%	-2%	-2%	1%	0.4%
CC(=O)N1CCN(c2ccc(NCc3ccc(F)cc3)cc2)CC1	9.4%	-5%	1%	-2.2%	21%	-3%	1%	13µM*	0.5%
COc1ccc(NC(=O)C2CCCN2S(=O)(=O)c2ccc(Cl)cc2)cc1 (stereo not drawn)	0.2%	1%	13%	.	19%	-3%	6%	7%	1.6%
COc1ccc(-c2csc(=Nc3c(C)n(C)n(-c4ccccc4)c3=O)n2C(C)(C)C)cc1	-2.5%	-5%	-9%	-0.5%	12%	-3%	-3%	9%	2.2%
COc1ccc(C2NC(=O)C(C#N)=C(S)N2c2ccc(C)cc2)cc1OC (stereo not drawn)	-0.6%	7%	21%	-5.5%	19%	0%	-6%	51%	0.7%
CS(=O)(=O)Nc1cccc(C(=O)CC2(O)C(=O)Nc3ccccc32)c1 (stereo not drawn)	1.2%	-7%	7%	-1.3%	8%	-6%	0%	6%	5.2%
COC(=O)c1cn(-c2ccc(Cl)cc2)c(=O)c2ccccc12	-0.7%	-8%	0%	-6.3%	21%	-3%	0%	14%	0.5%
S=C(NCc1ccco1)NCC(c1ccco1)N1CCCCC1 (stereo not drawn)	-0.2%	-15%	-9%	-4.4%	23%	-6%	2%	-19%	-2.9%
Cc1cccc(NC(=O)c2cccc(NC(=O)c3ccccc3)c2)n1	1.8%	2%	9%	.	28%	-7%	9%	5%	0.6%
Cn1cc(C(=O)NCc2ccc(F)cc2)c(=O)c2cc(S(=O)(=O)N3CCCCC3)ccc21	-0.9%	-4%	2%	-0.7%	1%	4%	4%	2%	11%
Cc1ccccc1C(=O)c1cccn1CC(=O)NCC(C)c1ccccc1 (stereo not drawn)	0.9%	-2%	12%	.	-2%	-9%	0%	6%	-1.2%
O=C1CN(c2ccccc2)C(=S)N1C(=O)c1ccccc1	14%	.	-15%	.	9%	-1%	3%	22%	-0.1%
Cc1ccc(-c2cc(-c3ccccc3C)[nH]n2)c(O)c1	0.1%	-5%	29%	-4.2%	22%	-2%	2%	13%	?
CCCOc1ccc(-c2cn3ccccc3n2)cc1	-1.5%	-17%	14%	-1.2%	5%	-18%	-7%	-32%	9.3%
COC(=O)N1C(=O)[C@](c2ccsc2)(C(C)C)N1C(=O)OC	0.6%	-8%	8%	.	12%	-11%	-4%	2%	0.9%
CCN(CC)CCN1C(=O)C(=O)/C(=C(/O)c2ccc(OCC(C)C)cc2)C1c1ccncc1 (stereo not drawn)	-0.3%	.	3%	-1.1%	.	-9%	-3%	.	.
C/C(=N\NS(=O)(=O)c1ccc(C)c([N+](=O)[O-])c1)c1cccs1	1.5%	-1%	4%	-2.0%	7%	-3%	-3%	8%	2.2%
CN1CCN(c2ccc(NC(=O)CN3CCOCC3)cc2F)CC1	-0.2%	-4%	0%	-2.8%	4%	-6%	-6%	3%	-1.4%
COc1cccc(C(=O)COC(=O)C(C)N2C(=O)c3ccccc3C2=O)c1 (stereo not drawn)	-0.6%	-6%	-5%	-2.3%	5%	-9%	3%	-5%	1.8%
O=C(O)CCCC(=O)NCCc1ccncc1	0.3%	2%	2%	3.9%	6%	-2%	0%	8%	0.7%
CCN(CC)CCNS(=O)(=O)c1ccc2c3c(cccc13)C(=O)N2	-0.4%	-1%	33%	.	9%	-10%	12%	-1%	0.5%	NS5 inhibitors pilot replicate=-0.3
COc1ccc(CNC2CCCc3ccccc32)c(OC)c1 (stereo not drawn)	-0.4%	-10%	1%	.	11%	-6%	3%	25%	-0.2%
CCOC(=O)c1ccccc1NC(=O)CN(c1ccccc1OCC)S(C)(=O)=O	3.1%	-8%	0%	-7.2%	4%	-1%	0%	5%	0.8%
CC1CCc2c(sc(NC(=O)COC(=O)c3ccc(O)cc3)c2C#N)C1 (stereo not drawn)	20%	-5%	33%	-3.2%	5%	8%	7%	10%	2.3%
CCCCn1c(/N=C/c2c[nH]c3ccccc23)nc2ccccc21	-0.6%	-1%	7%	-1.5%	4%	1%	0%	14%	1.1%
COc1ccc(-n2c(C)cc(C(=O)CSc3nnc(-c4ccoc4C)n3C)c2C)cc1	0.3%	7%	0%	-2.7%	5%	1%	7%	5%	19%
CCCCC(=O)NC(=S)Nc1cccc(NC(=O)CC)c1	-1.4%	-7%	2%	-3.4%	2%	7%	1%	-1%	1.7%
COc1ccc(NC(=O)N2CCN(CCC#N)CC2)cc1	0.9%	-8%	-3%	-9.9%	14%	-1%	-1%	9%	9.9%
CCCCCn1c(CNC(=O)COC)nc2ccccc21	-0.8%	2%	11%	-2.0%	-11%	-7%	2%	6%	1.2%
CCCCCCCC(=O)Nc1cc(C(=O)NCc2ccc(C)cc2)ccc1N1CCC2(CC1)CC(c1ccccc1)=NO2	1.4%	2%	9%	.	16%	-14%	-7%	2%	3.4%
C[C@]12C(=O)N(c3cccc(Cl)c3)C(=O)N1[C@H]1c3ccccc3OC[C@@H]1[C@H]2c1ccccc1	1.3%	3%	10%	.	17%	-6%	2%	4%	0.0%
COc1cccc(CN2C(=O)C(C)N(C(=O)c3c(F)cccc3F)c3ccccc32)c1 (stereo not drawn)	1.3%	-1%	-2%	.	-1%	-7%	-1%	.	4.9%
COc1ccc(S(=O)(=O)NNC(=O)Cc2csc(C)n2)cc1[N+](=O)[O-]	.	-4%	.	.	10%	.	.	4%	-2.1%
Cc1nc(NCc2ccc3c(c2)OCO3)c2nnn(Cc3ccccc3)c2n1	1.4%	-1%	16%	-8.1%	1%	-7%	3%	3%	1.1%
CN(C)C(=O)c1ccc(-c2n[nH]c(=O)c3ccccc23)cc1	2.0%	0%	8%	-5.2%	19%	-11%	7%	3%	3.3%
Cc1cc(C)c(O)c(-c2n[nH]c3c2C(c2cccc(O)c2)N(Cc2ccco2)C3=O)c1 (stereo not drawn)	0.6%	-2%	7%	.	7%	4%	-2%	11%	?
Cc1ccc(-c2csc3nc4ccc(C(=O)NCCO)cc4c(=O)n23)cc1	-1.7%	-11%	31%	.	9%	-10%	1%	11%	5.3%
COc1ccccc1CCC(=O)Nc1ccc(S(=O)(=O)Nc2cc(C)nc(C)n2)cc1	.	1%	.	.	16%	.	.	6%	4.0%
